NLRP3 yeast inh – NALP3 inflammasome inhibitors in reconstituted yeast, primary screen, luminescence, uHTS; Yeast reconstituted NLRP3/ASC/caspase-1, beta-gal luminescence, 24 h; inhibition, % at 10 µM; 330,000 tested, 0.39% active;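 active means inhibition of 50% or more; inactive means inhibition below 50%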;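 further: plate controls were induced DMSO wells for no effect and uninduced yeast grown without galactose for full effect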
SENP1 FRET inh – human SENP1 catalytic domain inhibitors, primary screen, biochemical, FRET, uHTS; Sentrin-specific protease 1 (Homo sapiens), Q9P0U3; recombinant SENP1 catalytic domain, CyPet-SUMO1-YPet FRET cleavage; inhibition, % at 10 µM; 360,000 tested, 0.21% active;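 active means inhibition at least 30% at 10 µM, raw YFP signal under a set limit, fluorescence ratio 0.5 to 1.5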;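 further: 0% = enzyme with DMSO and 100% = no enzyme wells; some results filed as inactive read as strong as hits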
Target sequence (Q9P0U3 419-644 limits assumed): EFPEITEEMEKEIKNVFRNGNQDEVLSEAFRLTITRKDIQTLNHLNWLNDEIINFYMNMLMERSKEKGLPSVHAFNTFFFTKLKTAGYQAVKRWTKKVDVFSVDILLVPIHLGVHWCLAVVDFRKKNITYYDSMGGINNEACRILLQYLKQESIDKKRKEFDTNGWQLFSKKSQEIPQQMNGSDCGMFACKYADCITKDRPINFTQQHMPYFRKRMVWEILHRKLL
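Controls: no-enzyme wells low, DMSO-plus-enzyme wells high control. Test system: human recombinant His6-tagged SENP1 catalytic domain enzyme. Reagent: SFCypet-SUMO1-SFYpet FRET protein substrate, 25 nM final. Doses: one dose per compound, 10 µM, 0.5% DMSO. Detection: FRET, CFP and YFP emission. Timing: 50 min reaction at room temperature.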
Apaf1 inhib – inhibitors of human Apaf-1 apoptosome, primary screen, biochemical, DEVD-Rh110 fluorescence, uHTS; Apoptotic protease-activating factor 1 (Homo sapiens), O14727; AID 489030, 2010; 330,000 tested, 0.71% active; inhibition, % at 20 µM; reconstituted apoptosome caspase-3 activity; active means inhibition of at least 40% at 20 µM;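 further: plate controls were DMSO wells for no effect and DEVD-CHO caspase inhibitor wells for full effect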
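Material: reconstituted apoptosome with Apaf-1, cytochrome c, caspase-9, procaspase-3, dATP. Technique: Rh110 fluorescence intensity. Buffer or medium: pH 7.5 Hepes buffer with CHAPS, BSA, DTT. Times: 30 min plus 50 min, RT.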
HKDC1 inhibitor – HKDC1 hexokinase inhibitors, primary screen, biochemical, fluorescence, uHTS; Q2TB90; recombinant HKDC1, G6PDH/diaphorase resazurin coupled fluorescence; inhibition, % at 20 µM; 340,000 tested, 0.16% active; AID 493160, 2011;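 active means inhibition above about 35% when tested at 20 µM, limit read from the data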;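 further: plate controls were DMSO wells with enzyme for no effect and DMSO wells lacking enzyme for full effect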
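Test system: recombinant HKDC1 (HK5) hexokinase enzyme, produced in-house; Amount: enzyme 5 µg/mL final; Buffer or medium: Tris pH 8.0 buffer with MgCl2, Tween-20, BSA, BME; Reagent: glucose and ATP substrates; Doses: 20 µM test compound, 1% DMSO; Incubation: 90 min reaction incubation at room temperature, dark; Detection: resorufin fluorescence at 613 nm.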
SENP6 block – SENP6 protease inhibitors, primary screen, biochemical, luminescence, uHTS; 330,000 tested, 1.8% active; inhibition, % at 10 µM; AID 2599, 2010; Recombinant SENP6 catalytic domain, aminoluciferin luminescence;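 active means inhibition above about 50% at the single tested dose, limit read from the data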;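 further: plate controls were DMSO wells with enzyme for no effect and DMSO wells lacking enzyme for full effect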
Target sequence (Q9GZR1 628-1112 limits assumed): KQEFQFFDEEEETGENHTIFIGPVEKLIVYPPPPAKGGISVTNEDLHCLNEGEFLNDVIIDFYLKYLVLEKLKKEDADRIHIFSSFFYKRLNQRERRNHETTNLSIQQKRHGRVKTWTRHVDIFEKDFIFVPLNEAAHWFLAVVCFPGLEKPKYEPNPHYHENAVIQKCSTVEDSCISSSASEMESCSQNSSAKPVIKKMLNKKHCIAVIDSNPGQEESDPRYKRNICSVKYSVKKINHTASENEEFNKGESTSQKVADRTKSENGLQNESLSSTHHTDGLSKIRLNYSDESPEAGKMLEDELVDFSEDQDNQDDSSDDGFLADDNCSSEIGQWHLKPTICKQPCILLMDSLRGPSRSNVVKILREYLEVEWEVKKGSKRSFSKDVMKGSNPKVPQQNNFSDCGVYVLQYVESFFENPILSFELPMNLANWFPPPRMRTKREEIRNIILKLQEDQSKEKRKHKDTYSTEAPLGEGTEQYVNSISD
SENP8 block-1 – human SENP8 protease inhibitors, primary screen, biochemical, fluorescence, Nedd8 protein substrate, uHTS; Sentrin-specific protease 8 (Homo sapiens), Q96LD8; recombinant SENP8; inhibition, % at 20 µM; 360,000 tested, 0.64% active; AID 602440, 2012; in the data active means inhibition mostly above about 40%, no sharp cut-off; inactive means mostly below about 27%
Target sequence (Q96LD8 whole entry, looked up): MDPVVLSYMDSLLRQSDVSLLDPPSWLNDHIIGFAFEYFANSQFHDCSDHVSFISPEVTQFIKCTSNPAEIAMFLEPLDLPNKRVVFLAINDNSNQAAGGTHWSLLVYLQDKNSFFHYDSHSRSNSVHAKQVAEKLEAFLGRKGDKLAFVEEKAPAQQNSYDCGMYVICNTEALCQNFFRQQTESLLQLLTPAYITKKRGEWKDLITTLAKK
PfGluPho inh – PfG6PD enzyme inhibitors, primary screen, biochemical, fluorescence intensity, uHTS. inhibition, % at 20 µM. AID 504690, 2011. glucose-6-phosphate dehydrogenase-6-phosphogluconolactonase (Plasmodium falciparum 3D7). 350,000 tested, 0.78% active. PfGluPho enzyme, NADPH resazurin-diaphorase fluorescence;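 active means inhibition reaching at least a set limit at 20 µM in the primary screen, cut at about 59% in these data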;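 further: 0% = DMSO wells with substrate and 100% = DMSO wells lacking glucose-6-phosphate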
SENP7 inh – SENP7 protease inhibitors, primary screen, biochemical, luminescence, uHTS; AID 434973, 2010; Sentrin-specific protease 7 (Homo sapiens), Q9BQF6; 330,000 tested, 1.5% active; recombinant SENP7, Z-RLRGG-aminoluciferin luminescence, 40 min; inhibition, % at 5 µM;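 active means inhibition above about 50% at the single test dose, limit read from the data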;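 further: plate controls were DMSO with enzyme for no effect and no enzyme buffer wells for full effect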
SENP8 block-2 – SENP8 protease inhibitors, primary screen, biochemical, luminescence; Sentrin-specific protease 8 (Homo sapiens), Q96LD8; purified SENP8, Z-RLRGG-aminoluciferin cleavage; inhibition, % at 10 µM; 330,000 tested, 1.2% active; AID 2540, 2010; in the data active means inhibition above about 50%
Numbers without * were called inactive; . = not tested or not shown.

no. | SMILES | SENP1 FRET inh | SENP8 block-1 | SENP6 block | NLRP3 yeast inh | Apaf1 inhib | SENP8 block-2 | SENP7 inh | HKDC1 inhibitor | PfGluPho inh
1 | CC(C)n1nc(C(=O)OCC(=O)c2c[nH]c3ccccc23)c2ccccc2c1=O | -2 | 10 | 4 | -2 | 34 | 3 | 7 | -9 | 8
2 | COc1ccc(NC(=O)CN(C)S(=O)(=O)c2cnc[nH]2)cc1Cl | 0 | 12 | -23 | 15 | -9 | -11 | 13 | -4 | 0
3 | CC(=O)Oc1ccc2c(=O)oc(-c3ccccc3C)nc2c1 | -1 | -169 | -13 | 22 | 10 | -14 | 12 | 1 | 0
4 | COc1ccc(CCN2C(=O)C(C)=C(C)C2=O)cc1OC | 0 | 8 | 9 | 17 | -8 | 0 | 1 | -4 | 1
5 | O=C(COC(=O)c1ccc(Br)o1)Nc1ccc(Br)cc1 | 0 | -4 | -14 | -4 | 18 | -12 | -4 | -5 | -2
6 | Cc1ccccc1-c1cc(C(=O)O)n(CC2CC(c3cccnc3)=NO2)n1 (stereo not given) | 1 | 20 | 0 | 10 | 2 | 4 | 6 | -8 | -19
7 | COCCn1nnnc1C(c1cc2ccc(OC)cc2[nH]c1=O)N1CCN(C2CCCCC2)CC1 (stereo not given) | -24 | -115 | 9 | 12 | -6 | 1 | 1 | -10 | -4
8 | COCCOC(=O)c1nccnc1C(=O)Nc1ccc(S(=O)(=O)N2CCOCC2)cc1 | 1 | 18 | 0 | 14 | -9 | 6 | -7 | -3 | 5
9 | CC(C)OCCCNC(=O)c1ccc(CN2CCc3ccccc3C2)cc1 | 2 | 7 | -17 | 18 | 5 | -9 | 0 | -5 | -6
10 | Cc1cccc(-c2n[nH]c(=S)n2C)c1 | -1 | -13 | -22 | 13 | 4 | -2 | -9 | -7 | 18

Going on with the list.
no. | SMILES | SENP1 FRET inh | SENP8 block-1 | SENP6 block | NLRP3 yeast inh | Apaf1 inhib | SENP8 block-2 | SENP7 inh | HKDC1 inhibitor | PfGluPho inh
11 | Cc1ccccc1/C=C/c1nc2ccccc2c(=O)[nH]1 | 3 | -71 | 12 | 30 | -5 | 69* | 86* | 0 | 13
12 | COc1cc(-c2ccc(NC(C)=O)c(OC)c2)ccc1NC(C)=O | 3 | 17 | 4 | 14 | -8 | 0 | 2 | 2 | 1
13 | O=C(Nc1cccc(F)c1)c1cccnc1NCCc1ccccc1 | -1 | -406 | -18 | 4 | 15 | -7 | -1 | 4 | 21
14 | O=C1SC(SCc2ccccc2)=N/C1=C\c1ccc(C(=O)O)cc1 | -8 | -36 | 24 | 1 | 4 | 4 | 1 | 0 | -13
15 | O=C(COc1ncnc2ccccc12)Nc1cc([N+](=O)[O-])ccc1Cl | 1 | 11 | 8 | -20 | 1 | 2 | 2 | 9 | -21
16 | CCO[C@H]1OC(C(=O)NC2CC2)=C[C@@H](c2ccccc2)[C@@H]1CCCO | 3 | 1 | -1 | 21 | 2 | 0 | -3 | -2 | 12
17 | Cc1ccc(-n2c(=O)[nH]cc(C(=O)Nc3ccc4c(c3)OCCO4)c2=O)cc1 | 0 | 2 | -6 | 4 | 1 | -1 | 8 | 3 | -12
18 | COc1cc(/C=N/NC(=O)COc2ccccc2[N+](=O)[O-])ccc1OC(=O)c1ccco1 | 3 | 19 | -18 | 6 | -10 | -10 | -7 | 8 | -1
19 | COC(=O)c1ccc(-c2nc(O)c(C)s2)cc1 | 41* | -222 | 1 | 7 | 5 | -4 | -7 | 0 | 43
20 | O=C(CCCNc1ccccc1)N/N=C/c1cccs1 | 2 | -2 | -14 | 10 | 8 | -7 | -1 | -6 | 16

(cont.)
no. | SMILES | SENP1 FRET inh | SENP8 block-1 | SENP6 block | NLRP3 yeast inh | Apaf1 inhib | SENP8 block-2 | SENP7 inh | HKDC1 inhibitor | PfGluPho inh
21 | S=c1[nH]nc(-c2cccs2)n1Cc1ccccc1 | 1 | -445 | -1 | -3 | -14 | -2 | 12 | -8 | 30
22 | COc1ccc([N+](=O)[O-])cc1C(=O)Nc1ccc(OCC(=O)N2CCOCC2)cc1 | 3 | 21 | -13 | 8 | 4 | -8 | -3 | 8 | 11
23 | COC1=C(Br)C(=O)c2ncccc2C1=O | 8 | 105* | . | . | . | . | . | 56* | 112*
24 | CNS(=O)(=O)c1cc(OC)c(OC)cc1CC(=O)OC | 0 | 0 | -12 | 17 | -1 | -9 | -5 | -5 | -8
25 | CC(CNC(=O)c1cc(COc2ccc3ncccc3c2)on1)c1ccccc1 (stereo not given) | -4 | -8 | -5 | 22 | 2 | -4 | -3 | -3 | 20
26 | CCN1CCN(C(=O)c2cn(CC)c3ccc(S(=O)(=O)N(C)C)cc3c2=O)CC1 | -4 | -9 | 10 | 11 | 1 | -3 | -6 | -6 | 5
27 | Cc1ccc(Nc2nc(N)nc(CSC(=S)N3CCOCC3)n2)cc1 | 0 | 20 | -18 | 10 | 0 | -15 | -14 | 0 | 7
28 | CCOc1ccc(N2C(=O)C3C(c4ccccc4F)NN(C(=O)c4ccc(C)cc4)C3C2=O)cc1 (stereo not given) | 4 | 9 | 6 | 14 | -1 | 1 | -2 | 7 | -21
29 | O=C(CCC(=O)Nc1ccccc1)NNC(=O)COc1ccccc1 | -1 | 20 | -4 | 11 | -2 | -13 | -3 | -9 | 7
30 | CCCNC(=O)CN(Cc1ccccc1F)S(=O)(=O)c1ccc(C)cc1 | 3 | 2 | -2 | 10 | -9 | -2 | 14 | -6 | 18

Remaining list, next part
no. | SMILES | SENP1 FRET inh | SENP8 block-1 | SENP6 block | NLRP3 yeast inh | Apaf1 inhib | SENP8 block-2 | SENP7 inh | HKDC1 inhibitor | PfGluPho inh
31 | O=C(Nc1ccc(F)cc1)c1ccc(C(=O)N2CCCC(O)C2)cc1 (stereo not given) | -2 | 12 | -5 | 11 | -1 | -6 | 6 | -2 | 30
32 | O=C(CSc1nc2ccccc2c(=O)n1-c1ccc(F)cc1)Nc1ccc(C(=O)O)cc1 | 2 | 13 | -8 | 2 | 3 | 1 | 4 | 2 | -21
33 | CCC(C)C(=O)Nc1nc2ccc(S(C)(=O)=O)cc2s1 (stereo not given) | 0 | -12 | 5 | 5 | 5 | -5 | 9 | -3 | 4
34 | Cc1cc(C)cc(NC(=O)CCc2c(C)nn(-c3ccc(N4CCOCC4)nn3)c2C)c1 | 1 | -25 | 11 | 27 | -4 | -12 | -6 | -6 | 10
35 | Cc1ccccc1CSc1ccc2nnc(-c3ccccn3)n2n1 | 0 | -101 | -4 | 13 | 12 | 0 | 0 | -9 | -5
36 | CN(C(=O)CSc1ncnc2sc(-c3ccccc3)cc12)C1CCS(=O)(=O)C1 (stereo not given) | 0 | -48 | -17 | 3 | 12 | 2 | -5 | 4 | 5
37 | COc1ccc(S(=O)(=O)Nc2cccc3c2O[C@H](CN(C)S(=O)(=O)c2cccs2)[C@@H](C)CN([C@H](C)CO)C3=O)cc1 | 1 | 15 | 6 | 14 | 21 | 1 | -2 | 1 | -6
38 | CCc1cc(=O)oc2cc(OC(C)C(=O)NCC3CCC(C(=O)O)CC3)c(Cl)cc12 (stereo not given) | 3 | -48 | -6 | 2 | -1 | 3 | 2 | -2 | 4
39 | Cc1nnc(SCCOc2ccccc2)s1 | 2 | -18 | -8 | 35 | -4 | -3 | 9 | 3 | -13
40 | CNC[C@@H]1Oc2ccc(NS(=O)(=O)c3ccc(OC)cc3)cc2CC(=O)N([C@H](C)CO)C[C@@H]1C | -3 | 26 | 12 | 6 | 8 | -8 | 17 | 9 | 6

A second format for part of the listing above:
33	CCC(C)C(=O)Nc1nc2ccc(S(C)(=O)=O)cc2s1 (stereo not given)
  SENP1 FRET inh = 0; SENP8 block-1 = -12; SENP6 block = 5; NLRP3 yeast inh = 5; Apaf1 inhib = 5; SENP8 block-2 = -5; SENP7 inh = 9; HKDC1 inhibitor = -3; PfGluPho inh = 4

34	Cc1cc(C)cc(NC(=O)CCc2c(C)nn(-c3ccc(N4CCOCC4)nn3)c2C)c1
  SENP1 FRET inh = 1; SENP8 block-1 = -25; SENP6 block = 11; NLRP3 yeast inh = 27; Apaf1 inhib = -4; SENP8 block-2 = -12; SENP7 inh = -6; HKDC1 inhibitor = -6; PfGluPho inh = 10

Returning to the listing, starting 5 compounds before the break.
no. | SMILES | SENP1 FRET inh | SENP8 block-1 | SENP6 block | NLRP3 yeast inh | Apaf1 inhib | SENP8 block-2 | SENP7 inh | HKDC1 inhibitor | PfGluPho inh
36 | CN(C(=O)CSc1ncnc2sc(-c3ccccc3)cc12)C1CCS(=O)(=O)C1 (stereo not given) | 0 | -48 | -17 | 3 | 12 | 2 | -5 | 4 | 5
37 | COc1ccc(S(=O)(=O)Nc2cccc3c2O[C@H](CN(C)S(=O)(=O)c2cccs2)[C@@H](C)CN([C@H](C)CO)C3=O)cc1 | 1 | 15 | 6 | 14 | 21 | 1 | -2 | 1 | -6
38 | CCc1cc(=O)oc2cc(OC(C)C(=O)NCC3CCC(C(=O)O)CC3)c(Cl)cc12 (stereo not given) | 3 | -48 | -6 | 2 | -1 | 3 | 2 | -2 | 4
39 | Cc1nnc(SCCOc2ccccc2)s1 | 2 | -18 | -8 | 35 | -4 | -3 | 9 | 3 | -13
40 | CNC[C@@H]1Oc2ccc(NS(=O)(=O)c3ccc(OC)cc3)cc2CC(=O)N([C@H](C)CO)C[C@@H]1C | -3 | 26 | 12 | 6 | 8 | -8 | 17 | 9 | 6
41 | COc1nc(N)c(S(=O)(=O)c2ccccc2)cc1C#N | -126 | -75 | -6 | 0 | -12 | -6 | 0 | -5 | 2
42 | Clc1nccc(N2CCN(c3ccccc3Cl)CC2)n1 | 1 | 19 | -7 | 30 | 4 | -4 | -2 | 5 | 6
43 | COc1ccc(N2CCN(C(=O)CSc3nc(C)cs3)CC2)cc1 | 2 | 16 | -14 | 7 | 13 | -2 | -6 | 0 | -4
44 | CN(C)CCOc1ccc(C(C)(C)c2ccccc2)cc1 | 1 | 20 | 3 | 9 | -11 | 5 | 12 | -7 | 3
45 | COc1ccc(C(=O)O)cc1S(=O)(=O)Nc1ccc(N2CCCCC2)cc1 | 0 | 17 | 8 | 19 | -1 | 7 | 3 | -7 | 6
46 | OCC[C@H]1C[C@@H](O)[C@H](O)[C@]2(CCCc3ccccc3O2)O1 | 0 | 14 | -10 | -3 | 1 | -8 | -3 | 1 | -18
47 | Nc1nc(-c2c[nH]c3ccccc23)cs1 | -4 | 1 | 7 | -10 | 1 | 7 | -7 | 6 | 21

High-throughput results from PubChem BioAssay.
